# tim10-1 inh: growth inhibitors of tim10-1 mutant yeast | hit rate 2.2% among 330,000 | S. cerevisiae tim10-1 ts strain growth, BacTiter-Glo, 24 h | inhibition, % at 20 µM;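 active = inhibition of at least 40%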;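 also: mutant grown at 25 °C; 0% = DMSO wells with yeast and 100% = wells holding no yeast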
# MIN6 prolif: MIN6 beta-cell proliferation induction | hit rate 0.29% among 330,000 | MIN6 cells proliferation, ATPlite luminescence, 48 h; cells starved in 0.2% serum; 100% = growth in 10% serum | proliferation, % at 10 µM;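 active = compounds whose signal lies at least 3.5 SD above the mean of all wells on their plate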;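 also: 0% = DMSO-treated cells in low-serum medium and 100% = 10% serum control; some compounds called inactive have numbers as strong as hits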
# APJ ag: APJ receptor agonism; activation, % at 20 µM; P35414; hit rate 0.11% among 330,000; CHO-K1 APJ PathHunter beta-arrestin, luminescence; 0% DMSO wells, 100% apelin;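 active = activation more than six SD over the plate average, tested at 20 µM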;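 also: 0% = DMSO alone and 100% = apelin-13 at 10 nM; some results filed as inactive read as strong as hits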
# Target sequence (P35414 whole entry, looked up): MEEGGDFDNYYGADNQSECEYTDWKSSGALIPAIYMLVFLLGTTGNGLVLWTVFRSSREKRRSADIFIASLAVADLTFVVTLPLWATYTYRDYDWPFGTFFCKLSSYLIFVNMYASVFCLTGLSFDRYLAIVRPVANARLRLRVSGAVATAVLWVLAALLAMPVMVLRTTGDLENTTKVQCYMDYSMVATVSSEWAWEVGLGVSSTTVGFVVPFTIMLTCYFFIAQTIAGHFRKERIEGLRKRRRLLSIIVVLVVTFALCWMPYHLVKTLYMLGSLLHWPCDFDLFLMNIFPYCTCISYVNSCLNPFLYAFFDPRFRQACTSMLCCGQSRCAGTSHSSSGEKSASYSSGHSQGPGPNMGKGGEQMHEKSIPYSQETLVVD
#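 system = engineered CHO-K1 APJ arrestin reporter cells | input = 1000 cells per well | timing = overnight seeding, 90 min compound at 25 °C, 1 h detection | measured by = enzyme-fragment complementation luminescence | read-out = beta-arrestin recruitment to APJ as agonist activity, luminescent signal | control set = negative DMSO alone, positive Apelin-13 at 10 nM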
# MPTP inh: permeability transition pore inhibition. isolated mouse mitochondria, Ca2+ swelling absorbance, 30 min. inhibition, % at 10 µM. hit rate 1.4% among 360,000;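 active = inhibition of 50% or more, scaled per plate between neutral and stimulator controls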;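 also: 0% = DMSO wells given calcium and 100% = 1 mM EGTA wells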
# APJ antagonist: APJ receptor antagonism; CHO-K1 APJ beta-arrestin complementation, luminescence; inhibition, % at 20 µM; hit rate 0.32% among 330,000;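 active = inhibition above about 40% at 20 µM, limit read from the data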;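 also: cells challenged with 10 nM apelin-13 agonist together with compound; plate controls were apelin-13 plus DMSO wells for no effect and DMSO wells lacking apelin-13 for full effect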
# NR3A LBD binder: modulators (binders) of human NR3A ligand-binding domain; Tm shift relative to glycine control, % at 25 µM; hit rate 2.5% among 340,000; AID 1259313; NR3A LBD differential scanning fluorimetry, Tm shift; 0% = protein alone, 100% = glycine-bound protein;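 active = melting temperature shift of at least 10% of the positive control shift, at one fixed dose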
# TIM10 inh: inhibits growth of TIM10 yeast strain; hit rate 1.4% among 330,000; inhibition, % at 10 µM; S. cerevisiae TIM10 strain growth, BacTiter-Glo luminescence, 24 h;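 active = inhibition of 40% or more at the single tested concentration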;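 also: wild-type TIM10 isogenic control strain grown at permissive 25 °C; 0% = DMSO yeast wells and 100% = minimal medium wells without yeast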
# NALP3 yeast inh: blocks the NALP3 inflammasome reconstituted in yeast; Yeast reconstituted NLRP3/ASC/caspase-1, beta-gal luminescence, 24 h; inhibition, % at 10 µM; hit rate 0.39% among 330,000;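 active = inhibition of 50% or more; inactive = inhibition below 50%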;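 also: plate controls were induced DMSO wells for no effect and uninduced yeast grown without galactose for full effect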
# tim23-1 inh: inhibits growth of tim23-1 mutant yeast. inhibition, % at 20 µM. S. cerevisiae tim23-1 growth, BacTiter-Glo luminescence, 24 h. hit rate 1.3% among 330,000;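 active = growth inhibition of the mutant yeast at or above 50%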;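 also: temperature-sensitive mutant grown at 25 °C; plate controls were DMSO-treated mutant yeast for no effect and medium wells lacking yeast for full effect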
# * = called active by the depositor; . = no result given.
SMILES,tim10-1 inh,MIN6 prolif,APJ ag,MPTP inh,APJ antagonist,NR3A LBD binder,TIM10 inh,NALP3 yeast inh,tim23-1 inh
CCCNS(=O)(=O)c1ccc(C(=O)NCC2CCCO2)cc1 (stereo not given),-15,2,0,-0.7,2,1,-11,12,-20
O=C(Nc1ccccc1)C(Cl)C(=O)c1ccccc1 (stereo not given),33,-6,-1,-1.6,34,1,-22,4,33
COc1ccc(-n2ncc3c(=O)n(CC(=O)Nc4ccc5c(c4)OCCO5)cnc32)cc1,-8,1,0,-1.2,9,-1,-23,4,-22
COc1ccc(-c2nc(-c3ccccc3)nc(N3CCN(C)CC3)c2C#N)cc1,45*,-6,-3,-2.8,11,-2,53*,33,50
CC(=O)Nc1ccc(NC(=O)c2ccc(S(=O)(=O)N(C)c3ccccc3)cc2)cc1,7,0,2,-1.7,8,1,3,22,1
Cc1ccc(C2(C)NC(=O)N(CC(=O)N3CCN(S(=O)(=O)c4ccc(Cl)s4)CC3)C2=O)cc1 (stereo not given),14,-7,5,-2.1,-33,-4,2,22,15
O=C(COC(=O)c1ccc2ccccc2c1O)NCc1ccccc1,5,-1,1,0.5,21,-2,-7,9,7
CC(=O)c1cccc(NC(=O)Nc2ccc(C(=O)N3CCOCC3)cc2)c1,4,-2,4,1.2,-10,0,23,19,9
COC(=O)c1cc(Cl)cc2c(CCO)c[nH]c12,7,-1,-2,-0.2,6,-1,-3,35,6
NC(=O)C1(N2CCCCC2)CCN(C(=O)c2ccccc2)CC1,3,-2,-2,-0.7,15,-4,-3,-5,5
O=C(COC(=O)c1c(F)cccc1F)Nc1ccc(N2CCCCC2)cc1,2,0,-3,-1.3,-3,0,2,19,6
O=C(Nc1ccc(N2CCN(C(=O)c3ccccc3)CC2)cc1)c1ccc(Br)o1,39,-1,-2,-2.7,5,-3,35,3,41
COCCn1c(=S)[nH]c2ccccc21,13,1,-2,-3.1,4,1,1,11,-3
Cn1c(=O)n(Cc2ccccc2)c(=O)c2c1nc1n2CCN1Cc1ccco1,-11,1,-3,-1.2,-5,-1,-5,15,-8
COc1ccc(OC)c(C2=NS(=O)(=O)N(C)C(C(=O)NCc3ccco3)=C2)c1,16,4,-4,-1.6,-6,-2,-9,-11,9
Cc1cc(NC(=S)N(Cc2ccc(Cl)cc2)Cc2ccc(C(=O)O)cc2)ccc1Cl,14,-3,-3,-3.4,3,-6,17,3,26
COCCN1C(=O)/C(=C/c2ccc(N3CCCC3)cc2)SC1=S,15,-2,7,5.7,3,3,0,24,3
COc1ccc(/C=N/NC2=NCCCCC2)cc1,-9,-2,-5,-0.5,5,-1,-7,-1,-5
CCOC(=O)c1c(NC(=O)CN2CCCc3ccccc32)sc(C)c1C,5,-6,-5,5.1,12,4,22,5,28
CCc1nnc(SCC(=O)Nc2nnc(C)s2)n1CC1CCCO1 (stereo not given),-5,-1,-2,-0.1,4,1,-3,4,0

# The closing 4 records of the section before are carried over, then new ones follow.
SMILES,tim10-1 inh,MIN6 prolif,APJ ag,MPTP inh,APJ antagonist,NR3A LBD binder,TIM10 inh,NALP3 yeast inh,tim23-1 inh
COCCN1C(=O)/C(=C/c2ccc(N3CCCC3)cc2)SC1=S,15,-2,7,5.7,3,3,0,24,3
COc1ccc(/C=N/NC2=NCCCCC2)cc1,-9,-2,-5,-0.5,5,-1,-7,-1,-5
CCOC(=O)c1c(NC(=O)CN2CCCc3ccccc32)sc(C)c1C,5,-6,-5,5.1,12,4,22,5,28
CCc1nnc(SCC(=O)Nc2nnc(C)s2)n1CC1CCCO1 (stereo not given),-5,-1,-2,-0.1,4,1,-3,4,0
CSc1ccccc1NC(=O)CCc1ccccc1,10,-2,-4,0.0,13,0,9,0,10
Cc1ccccc1NC(=O)CN1C(=O)NC(C)(CCc2ccccc2)C1=O (stereo not given),-14,-4,2,0.2,1,-2,-4,7,-6
CCN1CCN(C(=O)CSc2nc(N)cc(N)n2)CC1,-3,-2,-1,0.9,-1,1,-2,13,0
COc1cc(/C=N/Nc2nc(-c3ccc(S(=O)(=O)N(C)C)cc3)cs2)ccc1O,28,-3,21*,8.3,-70,6,35,-33,7
COc1ccc(Cl)cc1NC(=O)CN(C)C(=O)c1ccc2c(c1)OCCO2,18,1,-7,-0.7,13,0,7,12,9
Cc1[nH][nH]c(=O)c1N=Nc1ccc(F)cc1,19,4,-1,6.5,-2,-1,0,2,17
Cc1ccccc1OCCn1cc(C(=S)N2CCCC2)c2ccccc21,25,0,0,0.3,7,-27,23,3,28
CCOc1ccc(CN(C)CC(=O)c2c(N)n(Cc3ccccc3)c(=O)n(CC)c2=O)cc1OC,-7,-3,-2,10,-13,-3,-8,12,0
O=C(COC(=O)CCC(=O)c1cccs1)Nc1cc(S(=O)(=O)N2CCOCC2)ccc1Cl,18,-2,-2,1.1,13,1,11,9,15
CCCCN(C(=O)C1=COCCO1)c1c(N)n(CCCC)c(=O)[nH]c1=O,-5,4,6,0.2,-57,0,-6,17,0
Cc1nnc(SCC(=O)N(C)C2CCCCC2)n1C,-7,-2,-2,-2.9,0,-1,3,8,10
O=C(O)CC(CC(=O)Nc1ccc(Oc2ccccc2)cc1)c1ccccc1 (stereo not given),-8,-2,2,2.4,12,2,5,0,3
CC(C)(NC(=O)c1ccccc1)c1nc2ccccc2s1,-8,1,12,0.0,-36,1,-5,30,10
Cc1ccc(S(=O)(=O)CCC(=O)OCc2ccccc2)cc1,25,-3,-4,0.1,18,0,18,21,5
CCn1c(=O)[nH]c(=O)c2c(N)c(C(=O)c3ccccc3OC)sc21,-11,2,0,-1.3,9,-2,-4,-7,-61
CCOC(=O)C1(CC/C(C)=N\NC(N)=O)CC(C)(C)OC1=O (stereo not given),1,-2,-1,0.8,12,-3,4,-19,-4
COC(=O)/C=C/c1cnc[nH]1,-3,0,8,-1.3,8,-1,-5,15,14
Nc1nnc(SCC(=O)c2ccc([N+](=O)[O-])cc2)s1,30,-1,7,-0.2,-58,0,5,-1,21
Cc1c2c(n3c(nc4ccccc43)c1C#N)N(CCCN(C)C)CC2,7,0,-3,-1.0,-29,0,-8,3,-3
CCC1Oc2ccc(C)cc2N(CC(=O)NCCCN2CCCCC2C)C1=O (stereo not given),-19,-1,-3,-1.2,4,0,-4,-7,-8
Cc1cccc(NC(=S)NNC(=O)c2csc3c2CCC(C)C3)c1 (stereo not given),32,-3,-7,21,30,5,14,12,13
NC(=O)c1ccc(N2CCCCCC2)c([N+](=O)[O-])c1,19,-2,-2,2.1,18,-1,11,3,1
COc1cc(C(=S)N2CCCC2)ccc1OC(=O)c1ccc(Cl)cc1[N+](=O)[O-],34,0,7,2.5,12,-1,34,31,30
O=C(CNc1cccc(S(=O)(=O)N2CCOCC2)c1)Nc1ccc(C(F)(F)F)cc1,6,0,1,3.3,-5,-2,3,18,23
O=C1Nc2ccc([N+](=O)[O-])cc2OC1CCN1CCOCC1 (stereo not given),13,-3,-3,-4.3,-11,0,-11,8,0
CC(=O)NC(=S)Nc1cccc2c(C)cc(C)nc12,31,-1,-3,0.3,11,1,6,19,-10
COc1ccc(-c2cn(-c3cccc(C)c3)c(=O)[nH]2)cc1OC,-2,-3,5,0.2,3,-3,-8,-5,8
CCCCONc1ncnc2nonc12,0,0,-2,2.2,12,-2,1,5,14
COc1ccc(NC(=O)c2ccc(C(=O)Nc3ccc(OC)cc3OC)cc2)c(OC)c1,-1,2,-2,-0.1,-1,0,2,18,-10
CN(C)c1cccc(NC(=O)c2cccc3ccccc23)c1,28,-1,-1,0.5,-3,-3,16,20,24
Cc1cc(O)c(C2(C(F)(F)F)NCCNC2=O)cc1C (stereo not given),13,-3,-4,0.2,15,-1,-8,19,-1
COc1cc(OC)cc(C(=O)NNC(=O)CNC(=O)c2ccc(Br)o2)c1,11,-3,7,-2.0,7,-2,6,30,18
CC1(C)Oc2ccc3ccc(=O)oc3c2C(/C=N/O)=C1Cl,29,-1,0,-0.7,8,2,-11,9,8
CC(=O)Oc1ccc(C23CC4CC(CC(C4)C2)C3)cc1C(=O)O,27,-3,-5,.,11,.,11,-7,19
CN(C(=O)C(C)(C)C)c1ccc(OCC(=O)N2CCc3ccccc3C2)cc1,6,0,-1,3.9,-1,1,6,11,-4
O=C1c2cccc3cccc(c23)C(=O)N1CCN1CCN(C(=S)Nc2ccccc2)CC1,10,0,-4,0.2,14,-5,14,2,-5
O=C(NCc1ccccn1)Nc1ccc(F)c(Cl)c1,-3,-1,1,-0.2,7,-13,-12,6,-9
CCC(=O)N1CCc2cc(S(=O)(=O)NCCC(=O)N3CC=C(c4ccccc4)CC3)ccc21,22,-6,1,48,-7,.,13,11,26
O=c1cc(CO)oc(CN2CCN(c3ccccc3F)CC2)c1O,11,-1,-6,0.2,-6,3,2,9,11
Cc1ccc(S(=O)(=O)NC2CC(C)(C)NC(C)(C)C2)cc1C,-9,-3,-1,1.5,-4,1,-1,-12,-11
COc1ccc(NC(=O)CSc2n[nH]c(N)n2)c([N+](=O)[O-])c1,7,2,2,-1.2,-11,0,7,2,-5
CCOC(=O)C1(CC2CCCCO2)CCN(C(=O)Nc2ccc(C)c(C)c2)CC1 (stereo not given),1,2,-1,-0.5,-55,-6,5,31,24
CCCCCC(=O)N1CC2(CC(c3cccc(NC(=O)COc4ccc(Cl)cc4)c3)=NO2)C[C@@H]1C(N)=O (stereo not given in full),11,-6,18,0.0,-16,-11,4,11,5
CCOc1ccccc1NC(=O)NCCN1CCCCC1,-14,1,-1,0.4,2,1,1,8,-14
Cc1ccc(C(=O)Cc2nnc(C)s2)cc1,25,0,-2,-0.3,16,-4,14,10,21
COc1cccc(Cn2cccc(NC(=O)NC3CCCCC3)c2=O)c1,35,-1,2,0.4,-15,0,5,13,10
CCCCc1nnc(NC(=O)CN(C)S(=O)(=O)c2ccc(C)cc2)s1,7,2,-5,0.5,14,5,17,-1,24
CCCCNCc1cccn1-c1ccccc1,1,0,-5,1.3,5,0,4,17,-10
COc1ccc(CCNC(=O)CN(c2ccccc2OC)S(C)(=O)=O)cc1,10,-1,-2,0.1,15,-1,5,2,5
CC(C)Cc1nnc(NC(=O)c2ccc3c(c2)OCCO3)s1,32,-4,-3,-0.3,-25,-2,28,14,37
COc1ccc(C(=O)C2CCCN(C(=O)c3ccc4nccnc4c3)C2)c(C)c1 (stereo not given),2,0,-8,-1.1,-22,0,4,10,16
C#CCOc1ccc(CNC[C@H]2O[C@@H](n3cnc4c(N)ncnc43)[C@H](O)[C@@H]2O)cc1,3,1,-4,-0.4,9,0,-5,1,0
O=C1c2ccccc2C(O)N1Cc1ccccc1 (stereo not given),6,1,-4,-2.1,4,0,-14,-4,6
CCOC(=O)C(NCc1ccco1)(NC(=O)c1ccccc1)C(F)(F)F (stereo not given),13,3,4,-0.2,5,0,1,0,9
CCOc1ccc(-c2cc(CCCC(=O)NCCCOC)no2)cc1,12,-2,-2,0.1,6,0,-4,0,6
Cc1ccccc1NCN1C(=O)C2C3C=CC(C3)C2C1=O (stereo not given),9,1,-4,-1.5,8,1,6,-3,2
COc1cccc(C(=O)NNC(=O)C(=O)Nc2cccc(Cl)c2C)c1,-14,0,-3,0.4,7,0,-16,6,1
COc1ccc(CN(C)C(=O)c2cnc(C)cn2)c(OC)c1OC,-3,-1,-3,0.0,0,-1,-11,18,9

# Compound activity: PubChem, Sanford-Burnham Center for Chemical Genomics
